IDE cell activ = activators of human insulin-degrading enzyme in cells; HEK cells, FAbeta-B cleavage, fluorescence polarization; 0% vehicle, 100% cell-free pure enzyme wells; activation, % at 5.96 µM; 340,000 compounds, 0.073% hits; P14735; AID 493087;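 active = activation above the mean of all tested compounds plus 3 SD, set per screening campaign, cut at about 17% in these data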
CRFBP-R2 agonist = agonists of human CRF-binding protein/CRF-R2 receptor complex; 350,000 compounds, 0.46% hits; activation, % at 13.2 µM; AID 588473; HEK293 CRF-R2/CRF-BP, calcium dye fluorescence (FLIPR); percent of saturating CRF peptide response;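 active = activation of at least 50%, plus an integration ratio under a set limit after plate pattern correction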;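 note: plate controls were neutral control wells without compound for no effect and CRF at EC100 for full effect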
GalR3 antag = antagonists of human GalR3; O60755; HEK293 GalR3-CNG cAMP membrane potential fluorescence; galR3 body fused to GalR1 C-terminus; inhibition, % at 3 µM; 360,000 compounds, 0.44% hits;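 active = inhibition above the screen-wide average plus 3 SD, cut at about 13% in these data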;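 note: forskolin and galanin both at EC90 stimulate the cells; cAMP rise reported by CNG channel membrane potential dye signal; 0% = forskolin plus galanin with DMSO and 100% = forskolin alone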
Target sequence (O60755 1-299 limits assumed): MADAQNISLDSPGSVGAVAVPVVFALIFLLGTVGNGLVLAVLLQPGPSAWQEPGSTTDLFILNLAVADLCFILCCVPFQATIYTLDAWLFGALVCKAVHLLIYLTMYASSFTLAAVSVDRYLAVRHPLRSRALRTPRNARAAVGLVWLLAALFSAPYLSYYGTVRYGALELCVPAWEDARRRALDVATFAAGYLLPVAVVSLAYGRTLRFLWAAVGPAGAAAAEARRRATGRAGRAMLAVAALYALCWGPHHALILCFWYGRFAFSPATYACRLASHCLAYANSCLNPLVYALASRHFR
MEKK3 PB1 HTS = raises or lowers MEK5 binding to the human MEKK3 PB1 domain; AID 1529; Q99759; 290,000 compounds, 1.4% hits; bead-based flow cytometry, Alexa488-MEK5 binding to MEKK3; actives lie on both sides; 0 = blocked by unlabeled MEK5, 100 = vehicle; binding response (% of control), % at 10 µM;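 active = binding response more than 3 SD above or below the average of its plate-row segment, actives on both sides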;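 note: Alexa488 bead fluorescence after subtracting the streptavidin-only scavenger bead signal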
pCIP destab = compounds decreasing mouse p/CIP protein stability; Q05BA5; F442A p/CIP-EGFP cells, EGFP fluorescence, 16 h; decrease of EGFP signal, % at 10 µM; 290,000 compounds, 0.01% hits;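 active = EGFP signal decrease of at least 30% at 10 µM or well 3 SD below plate mean, unless failing retest; inactive = the rest, including hits failing retest or dose response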; note: some compounds called inactive have numbers as strong as hits; many of its hits are not listed in these tables
CRFBP-R2 block = antagonists of CRF-binding protein/CRF-R2 receptor complex | inhibition, % at 11.8 µM | 350,000 compounds, 0.59% hits | HEK293 CRF-R2/CRF-BP, CRF-induced calcium fluorescence;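 active = inhibition of the ligand-induced calcium signal above about 50% at the single tested concentration, limit read from the data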
PHOSPHO1 block = PHOSPHO1 (human) inhibition; Q8TCT1; inhibition, % at 13.3 µM; 290,000 compounds, 1.1% hits; AID 1565; recombinant PHOSPHO1, absorbance phosphatase assay; in the data active = inhibition above about 60%
Target sequence (Q8TCT1 whole entry, looked up): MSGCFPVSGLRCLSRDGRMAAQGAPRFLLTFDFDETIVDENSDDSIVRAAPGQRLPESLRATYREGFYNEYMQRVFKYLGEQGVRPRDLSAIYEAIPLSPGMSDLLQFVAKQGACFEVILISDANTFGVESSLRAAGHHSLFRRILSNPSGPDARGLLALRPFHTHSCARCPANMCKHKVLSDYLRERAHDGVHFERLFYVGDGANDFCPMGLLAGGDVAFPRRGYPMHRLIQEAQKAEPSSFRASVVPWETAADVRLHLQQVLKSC
CHRM4 PAM = CHRM4 positive allosteric modulation; CHO-K1 hM4/Gqi5, Fluo-8 calcium fluorescence, ACh EC20; 0% = ACh EC20, 100% = maximal ACh; 360,000 compounds, 0.4% hits; activation, % at 3 µM;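 active = activation above its plate's cutoff, the mean activation of sample wells plus 3 SD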; note: some results filed as inactive read as strong as hits
Target sequence (P08173 whole entry, looked up): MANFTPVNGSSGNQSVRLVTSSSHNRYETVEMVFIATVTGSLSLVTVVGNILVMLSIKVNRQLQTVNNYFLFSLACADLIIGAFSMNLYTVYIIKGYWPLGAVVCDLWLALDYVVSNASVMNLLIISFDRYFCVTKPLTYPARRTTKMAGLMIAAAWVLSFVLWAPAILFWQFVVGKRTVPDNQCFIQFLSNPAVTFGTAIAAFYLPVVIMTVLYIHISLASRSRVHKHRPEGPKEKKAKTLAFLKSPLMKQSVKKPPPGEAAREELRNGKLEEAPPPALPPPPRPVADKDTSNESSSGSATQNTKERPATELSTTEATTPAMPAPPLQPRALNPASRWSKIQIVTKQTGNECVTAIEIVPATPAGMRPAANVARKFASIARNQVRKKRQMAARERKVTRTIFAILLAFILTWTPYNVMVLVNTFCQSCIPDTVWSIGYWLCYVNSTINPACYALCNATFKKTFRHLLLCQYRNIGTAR
IDE cell inh = inhibits human insulin-degrading enzyme in HEK cells. P14735. FAbetaB cleavage, fluorescence polarization. inhibition, % at 5.59 µM. 320,000 compounds, 0.41% hits. AID 434962;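 active = percent inhibition above the average of all tested compounds plus 3 SD, set per screening campaign, cut at about 16% in these data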;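 note: IDE supplied by intact live HEK cells; FP after avidin binding of uncleaved biotin substrate so inhibition keeps polarization high; 0% = DMSO wells and 100% = 60 µM reference IDE inhibitor Ii1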
Numbers without * were called inactive; . = no result given.

IDE cell activ,CRFBP-R2 agonist,GalR3 antag,MEKK3 PB1 HTS,pCIP destab,CRFBP-R2 block,PHOSPHO1 block,CHRM4 PAM,IDE cell inh,smiles
5,-1.2,-5,101,-3,9,22,0,-2,CCc1nccn1S(=O)(=O)c1cc(Br)ccc1OC
-3,-1.0,-1,95,0,3,66*,-18,2,O=C(CC(c1ccccc1)c1ccccc1)N1CCN(c2ccccn2)CC1
3,2.1,-4,99,-7,26,-21,5,2,Cc1c(NC(=O)C(=O)/C=C(\O)c2ccc(Br)cc2)c(=O)n(-c2ccccc2)n1C
-2,-1.9,-2,100,-8,-9,15,-7,1,Cc1ccc2cc(CN(Cc3ccc4c(c3)OCO4)Cc3nnnn3Cc3ccco3)c(=O)[nH]c2c1
3,-0.4,1,106,-16,-1,44,6,.,COC(C[C@H]1O[C@H]1C(=O)COCc1ccccc1)OC
6,-0.3,-1,.,.,-5,.,5,2,CN(Cc1c(F)cccc1Cl)C(=O)c1ccc(NS(=O)(=O)c2ccc3[nH]c(=O)[nH]c3c2)cc1
4,0.2,-2,100,-4,-18,16,-10,6,Cc1ccc(S(=O)(=O)c2ccc(NC(=O)c3c(F)cccc3F)cc2)cc1
-3,17,-1,89,-12,-74,22,-6,1,Cc1cc(C)cc(-n2c(C)cc(/C=N/NC(=O)CSc3ncccn3)c2C)c1
-2,-0.9,-6,105,-1,-15,33,-3,2,C=CCn1c(=O)c2ccccc2n2c(SCC(=O)NCC)nnc12
1,1.2,-9,104,-16,6,-4,-1,-4,COc1cccc(C(=O)Nc2cc(C(=O)NCCc3ccccc3)ccc2Cl)c1
-3,-0.1,3,.,.,-2,.,-11,.,CCOc1ccc(NC(=O)CN(C)C(=O)c2cc(-c3ccco3)nc3ccccc23)cc1OCC
1,-1.4,0,101,-9,-24,9,-3,-1,COc1ccc(OC)c(C2C3=C(N=C4SCC(=O)N42)c2ccccc2CC3)c1 (stereo unspecified)
3,-0.4,-6,100,9,-6,-4,0,3,CC(C(=O)OCC(=O)c1ccc(F)cc1)N1C(=O)C2C3C=CC(C3)C2C1=O (stereo unspecified)
-5,-0.1,-6,96,1,-22,-2,6,-3,Cc1cccc(C)c1NC(=O)CCCSc1nc2ccccc2s1
3,2.8,-7,102,10,-16,13,9,6,CSCC[C@H](NC(=O)OC(C)(C)C)C(=O)N1CCC(C(=O)N[C@@H](C)C(=O)NC(C)c2ccccc2)CC1 (stereo partly specified)
1,1.0,-10,103,-7,-3,4,-8,-3,Cc1cccc(N2CCN(Cc3ccoc3)CC2)c1C
.,0.3,-4,111,-15,-11,20,-6,3,O=C(NC(=S)Nc1cc(C(F)(F)F)ccc1N1CCOCC1)c1ccco1
3,3.6,-5,98,-2,-9,7,2,1,O=C1CC(Nc2ccccc2)C(=O)N1CCc1ccccc1 (stereo unspecified)
0,-0.3,-8,107,6,-15,5,3,1,Cc1nc(NC(=O)C2CCCC2)sc1Cc1ccc2c(c1)OCO2
-1,3.4,-1,99,4,16,-102,3,4,O=C(c1cccc(-n2cccc2)c1)N1CCN(S(=O)(=O)c2ccc(F)cc2)CC1
-2,9.2,-8,101,-16,-21,9,-2,-4,Cc1ccc(-c2nc(COC(=O)c3c(C)noc3C)cs2)cc1
7,-0.2,-2,104,-6,-6,-1,-4,-5,BrC(/C=N/N1CCN(Cc2ccccc2)CC1)=C/c1ccccc1
5,-0.1,-5,.,.,-3,.,-5,-3,NC(=O)NC(CC(=O)NNC(=O)c1ccccn1)c1ccc(Cl)cc1 (stereo unspecified)
5,3.4,3,95,3,-13,1,1,-3,CC(C)(C)C(=O)Nc1cc(C(F)(F)F)ccc1N1CCOCC1
0,-0.3,0,101,-1,5,-1,-3,0,O=C(NC(=S)N1CCOCC1)c1ccc(F)cc1

Among those listed so far, these have an NH in an aromatic ring:
IDE cell activ,CRFBP-R2 agonist,GalR3 antag,MEKK3 PB1 HTS,pCIP destab,CRFBP-R2 block,PHOSPHO1 block,CHRM4 PAM,IDE cell inh,smiles
-2,-1.9,-2,100,-8,-9,15,-7,1,Cc1ccc2cc(CN(Cc3ccc4c(c3)OCO4)Cc3nnnn3Cc3ccco3)c(=O)[nH]c2c1
6,-0.3,-1,.,.,-5,.,5,2,CN(Cc1c(F)cccc1Cl)C(=O)c1ccc(NS(=O)(=O)c2ccc3[nH]c(=O)[nH]c3c2)cc1

New compounds follow:
IDE cell activ,CRFBP-R2 agonist,GalR3 antag,MEKK3 PB1 HTS,pCIP destab,CRFBP-R2 block,PHOSPHO1 block,CHRM4 PAM,IDE cell inh,smiles
1,2.1,-7,102,4,-8,14,-1,6,O=C(O)Cc1sc(NCCc2ccccc2)nc1-c1ccc(F)cc1
4,0.3,0,106,0,-20,86*,1,2,Nn1c(-c2ccco2)n[nH]c1=S
5,-2.7,-3,106,4,-3,15,-2,2,Cc1c(C(=O)NCc2ccccc2F)oc2ccccc12
-2,8.0,0,100,-3,-22,-42,7,7,CCCCOC(=O)CSc1nc(N)c(C#N)c(-c2ccc(OC)cc2)c1C#N
3,-0.2,-1,100,-4,9,-4,0,4,Cc1sc(NC(=O)CN(Cc2ccccc2)C(=O)C(C)C)c(C(N)=O)c1C
5,-0.1,-3,104,15,5,14,8,-11,Cc1ccc(-c2noc(CN3CCCCC3)n2)cc1
-1,-1.1,-6,101,2,-2,41,-1,-1,COC(=O)c1ccc(C(=O)N2CCCC(Nc3ccc(F)c(F)c3)C2)cc1 (stereo unspecified)
4,-1.7,-8,102,-10,11,40,-6,-8,COCCn1c(SCC(=O)Nc2cc(C)on2)nnc1-c1ccccc1
8,0.2,-3,.,.,-12,.,4,2,C=C1C[C@H]2[C@@H]3C=C(C)C4=CC(=O)CC[C@]4(C)[C@H]3CC[C@]2(C)[C@@]1(OC(C)=O)C(C)=O
2,-3.1,0,97,-2,5,22,2,1,CCc1ccccc1NC(=O)CSc1nnc(CCNC(=O)OC(C)(C)C)o1
1,-1.0,-1,108,-2,-8,-11,-3,5,COCC(C)NC(=O)CSc1nc(-c2ccccc2)c(-c2ccccc2)o1 (stereo unspecified)
1,-3.9,3,99,2,-2,-17,5,0,S=c1[nH]c(-c2ccc(Br)cc2)cn1CCc1ccccc1
0,-0.1,-1,87,-3,-4,26,-3,4,Cc1sc2c(c1C)C(=O)/C(=C\Nc1ccncc1)S(=O)(=O)N2C
0,-6.3,16*,85,-3,18,22,2,6,CCC1=Nc2cc(C(=O)NCC3CCCO3)ccc2Sc2ccc(Cl)cc21 (stereo unspecified)
0,0.9,-8,98,-16,29,0,3,4,Cc1ccccc1CSCC(=O)Nc1c(C)n(C)n(-c2ccccc2)c1=O
5,0.9,5,101,5,3,7,3,-7,CCn1c(=O)cc(OCC(=O)NCCCN2CC(C)CC(C)C2)c2ccccc21 (stereo unspecified)
3,-1.1,6,95,-5,-5,24,-5,1,COc1ccccc1N(CC(=O)NCc1ccc(F)cc1)C(=O)CCC(=O)Nc1nccs1
0,0.3,-7,96,2,4,-22,2,8,CCCn1cc(S(=O)(=O)c2ccc(F)cc2)c(=O)c2cc(OCC)ccc21
-1,0.9,-10,101,5,-4,11,5,-2,Cc1c(CNCCc2ccccc2)c(C(=O)O)c(C)n1-c1ccccc1
.,-0.5,-6,94,1,2,34,-6,-5,O=C1N=c2ccccc2=C1c1sc(=O)[nH]c1O
0,4.4,-6,97,-8,15,8,5,-4,Nc1nc(N)nc(-c2ccccc2-c2nc(N)nc(N)n2)n1
-13,-1.2,-3,97,-6,3,33,-4,10,O=C(NCC1CCCN(C(=O)c2cccnc2)C1)c1ccc(-c2ccccc2)cc1 (stereo unspecified)
-11,-5.4,-3,108,12,-21,57,-1,3,S=C(NCc1ccccc1)NNc1nc2ccccc2[nH]1
-1,0.6,-5,.,.,10,.,-4,-2,CCC(=O)c1ccc(OCC(=O)OCC(=O)NC2CCCCCC2)cc1
3,-0.4,0,99,17,10,38,6,-4,COc1ccccc1-c1nc(C#N)c(N2CCN(C(=O)c3ccco3)CC2)o1
2,1.3,-6,102,-7,24,6,5,-5,CCC1=NN2C(=N)/C(=C\c3cccn3-c3ccc(Cl)cc3)C(=O)N=C2S1
-1,-0.2,-4,103,3,10,24,1,-4,COc1cccc(NC(=O)C2C3C=CC(O3)C2C(=O)O)c1 (stereo unspecified)
2,-0.4,0,107,.,-3,.,-4,2,CCOc1ccccc1NC(=O)COc1cccc(-n2cnnn2)c1
0,-1.7,-4,99,0,-7,-3,-31,10,CNC(=O)NC(=O)Cn1nc2n(c1=O)-c1ccccc1SC2
-12,3.8,-10,93,0,1,21,3,6,c1ccc2c(c1)[nH]c1c3ccccc3sc21
3,-2.5,-2,96,-18,12,-3,0,4,COc1ccccc1N1CCN(C(=O)CSc2ccccc2)CC1
-3,-0.8,0,109,-8,7,-4,-4,-5,O=C(/C=C/c1ccc(F)cc1)NCCc1ccc2c(c1)OCCO2
1,1.5,-11,107,3,-2,8,1,1,CN(C)c1ccc(NC(=O)c2cccc([N+](=O)[O-])c2)c2ccccc12
2,6.0,2,.,-2,-17,-9,20,-5,COc1ccc(CSC2=NCCN2)cc1Cl
0,0.9,-5,.,.,13,.,-5,3,C[C@@H](CSc1ccc(Br)cc1)CN1CC[C@H](NC(=O)OCc2ccccc2)CCC1=O
3,1.2,0,.,.,-4,.,-2,.,CC(C)C[C@H]1CNC(=S)N1CC1CCCN1C[C@H](Cc1ccc(O)cc1)N1C[C@H](Cc2ccccc2)N(CC2CCCCCC2)C1=S (stereo partly specified)
0,-2.0,-1,104,.,-4,.,12,-1,C[C@@H]1CCC[C@@]2(O[C@@H](CCO)C[C@@H](O)[C@@H]2O)O1
0,1.7,-3,100,-2,0,-7,2,-2,O=C(Cn1cccc1C(=O)c1ccccc1)NCc1cccc(Cl)c1
4,2.4,-5,99,1,3,17,1,-2,O=[N+]([O-])c1cccc(/C=C/c2nc(C=Nc3ccccc3)c(O)o2)c1
-1,-1.8,-4,113,-2,8,6,0,-1,CN1C(C(=O)NCCc2cccs2)CC2Cn3c(nc4cc(Cl)c(Cl)cc43)C21 (stereo unspecified)
7,-0.2,2,89,-3,5,18,-2,3,Cc1cc2ncn(CS(C)(=O)=O)c2cc1C
-5,-6.9,-2,102,-9,-4,13,12,1,COCCn1nnnc1C(c1ccc2ncccc2c1)N1CCN(c2ccccc2F)CC1 (stereo unspecified)
4,-0.8,-9,104,-7,19,19,-1,-3,O=C(NNS(=O)(=O)c1ccc(F)cc1)c1ccc(O)cc1
2,-0.9,-2,96,-3,-16,37,4,-3,N/C(=N\OC(=O)c1ccc(Cl)cc1Cl)c1ccccn1
2,-0.1,30*,103,-13,-11,25,7,-1,O=C(O)COn1c(-c2ccc(Cl)cc2)nc2ccc(Cl)cc21
1,-0.2,3,96,3,-8,44,-9,0,CC1CCN(CC(=O)Nc2ccc(S(=O)(=O)N3CCCCC3)cc2)CC1
-1,-4.1,22*,105,5,-35,-12,1,2,CCOc1ccc(CO/N=C/c2c(C)[nH]c(=O)[nH]c2=O)cc1
0,0.1,-6,101,2,-8,2,-7,1,CCN1C(=O)/C(=C2/C(=O)N3c4c(cc(OC(C)=O)cc42)C(C)=CC3(C)C)SC1=S

Some values from above:
IDE cell inh with O=C(NNS(=O)(=O)c1ccc(F)cc1)c1ccc(O)cc1 = -3
CRFBP-R2 block with COc1cccc(NC(=O)C2C3C=CC(O3)C2C(=O)O)c1 (stereo unspecified) = 10
CRFBP-R2 agonist with O=C(/C=C/c1ccc(F)cc1)NCCc1ccc2c(c1)OCCO2 = -0.8

Screening results from PubChem BioAssay.
